rCAG RNA binder = r(CAG) repeat RNA binding; inhibition, % at 3 µM; TO-PRO-1 dye displacement fluorescence; actives 1.3% (n = 370,000);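 active = inhibition above the plate cutoff, the mean of all test compounds on that plate plus 3 SD, cut at about 35% in these data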;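 also: 0% = DMSO alone and 100% = 100 µM mitoxantrone as full dye displacement; higher means more dye released from RNA so lower well fluorescence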
DDE Tn6 FP inh = inhibitors of Tn6 peptide binding to human fibrin DD(E); Fibrin DD(E) TRITC-Tn6 fluorescence polarization displacement; inhibition, % at 8.3 µM; actives 0.21% (n = 370,000); AID 720509;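 active = inhibition above a per-campaign cutoff: mean of compounds within control limits plus 3 SD, cut at about 15% in these data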;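 also: 0% = median of all compound wells on the plate and 100% = blocking peptide control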
KLK7 zymogen act = activators of human kallikrein-7 zymogen; purified proKLK7, EDANS-DABCYL substrate fluorescence; 100% is mature enzyme control, 0% vehicle; activation, % at 7 µM; AID 652039; P49862; actives 0.9% (n = 370,000);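 active = activation above the mean of all tested compounds plus 3 SD, computed per campaign excluding outliers beyond control limits, cut at about 13% in these data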
Target sequence (P49862 whole entry, looked up): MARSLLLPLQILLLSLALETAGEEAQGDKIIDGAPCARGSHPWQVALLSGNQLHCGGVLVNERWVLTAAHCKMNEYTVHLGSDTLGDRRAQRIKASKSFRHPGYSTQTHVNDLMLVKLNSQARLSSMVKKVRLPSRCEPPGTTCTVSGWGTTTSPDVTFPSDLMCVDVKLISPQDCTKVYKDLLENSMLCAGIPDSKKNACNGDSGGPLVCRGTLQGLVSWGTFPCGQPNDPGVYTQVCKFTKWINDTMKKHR
ARFGAP1 inh = rat ARFGAP1 inhibition | Q62848 | Arfgap1-stimulated ARF1 GTP hydrolysis, GDP FP detection | inhibition, % at 16.5 µM | actives 0.26% (n = 360,000) | AID 651572;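 active = inhibition above a per-plate limit, mean inhibition of low control wells plus 3 SD, cut at about 25% in these data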;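 also: 0% = DMSO wells with enzyme and 100% = wells lacking Arfgap1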
Target sequence (Q62848 1-136 limits assumed): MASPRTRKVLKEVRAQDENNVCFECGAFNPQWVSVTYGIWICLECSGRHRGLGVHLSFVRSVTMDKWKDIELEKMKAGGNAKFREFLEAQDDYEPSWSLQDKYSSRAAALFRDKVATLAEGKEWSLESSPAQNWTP
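Replicates: Single well per compound | Assay system: Truncated rat Arfgap1 GAP domain | Control set: No-Arfgap1 wells (100%) versus DMSO full-reaction wells (0%) | Times: Enzyme reaction 120 min at 25 °C after 20 min preincubation | Reagent: Human ARF1(Δ1-17)-GTP substrate | Measured by: Tracer-displacement fluorescence polarization with EDTA stop, 620/688 nm | Measure: Percent inhibition of Arfgap1-stimulated GTP hydrolysis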
GC-A act = GC-A (human) enzyme activation. HEK293 GC-A cells, cGMP TR-FRET, EC30 ANP; 0% at EC30 ANP, 100% saturating ANP. activation, % at 10 µM. actives 0.14% (n = 370,000); in the data active = activation above about 40%
ASAP1 GAP inh = blocks human ASAP1-stimulated Arf1 GTP hydrolysis | Q9ULH1 | GDP FP detection | inhibition, % at 16.5 µM | actives 0.19% (n = 360,000); in the data active = inhibition above about 25%;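 also: 0% = vehicle with enzyme and substrate and 100% = no enzyme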
ADAM10 inh = inhibits human ADAM10; recombinant ADAM10, EDANS/DABCYL FRET peptide cleavage, 3 h; actives 0.62% (n = 370,000); inhibition, % at 7 µM; O14672;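 active = inhibition above a per-campaign cutoff equal to the mean of compounds falling between control-based bounds plus 3 SD, cut at about 20% in these data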;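 also: 0% = DMSO wells while the 100% control is not disclosed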
NPR2 activator = GC-B (human) receptor activation | P20594 | actives 0.11% (n = 370,000) | activation, % at 10 µM | HEK293-GC-B cells, CNP EC30, cGMP TR-FRET; 0% at EC30 CNP, 100% saturating CNP;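 active = activation at 10 µM reaching about 35% in either raw or pattern-adjusted values, limit read from the data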
sPLA2-III inh = Inhibits HGIII-sPLA2 liposome hydrolysis, primary screen; QFRET BODIPY PC-A2 liposome hydrolysis, fluorescence; inhibition, % at 12.2 µM; actives 0.56% (n = 370,000);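 active = inhibition above mean plus 3 SD of compounds lying within the high and low control bounds, cut at about 19% in these data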;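 also: 0% = median of test compound wells and 100% = no enzyme DMSO wells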
Target sequence (Q9NZ20 whole entry, looked up): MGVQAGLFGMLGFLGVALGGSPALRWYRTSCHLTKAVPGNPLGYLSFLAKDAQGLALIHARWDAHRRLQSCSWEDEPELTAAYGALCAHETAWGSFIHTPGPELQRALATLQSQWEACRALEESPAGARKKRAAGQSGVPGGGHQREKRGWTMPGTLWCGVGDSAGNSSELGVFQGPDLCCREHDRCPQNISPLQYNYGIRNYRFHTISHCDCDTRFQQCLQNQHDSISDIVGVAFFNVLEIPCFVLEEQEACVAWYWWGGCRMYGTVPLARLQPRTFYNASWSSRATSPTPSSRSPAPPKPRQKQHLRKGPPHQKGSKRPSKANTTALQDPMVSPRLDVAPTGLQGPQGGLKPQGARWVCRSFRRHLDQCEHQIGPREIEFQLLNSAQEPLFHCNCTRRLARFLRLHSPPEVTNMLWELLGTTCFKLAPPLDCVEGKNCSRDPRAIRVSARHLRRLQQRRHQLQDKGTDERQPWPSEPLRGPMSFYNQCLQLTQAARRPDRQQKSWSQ
FXN GAA850 act = activators of GAA850 frataxin (FXN) promoter. HEK293 lucGAA850 FXN promoter luciferase reporter, 24 h; percent of 10 µM SAHA response. activation, % at 6 µM. actives 0.56% (n = 360,000). AID 540364;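 active = activation above the average of all compounds screened plus 3 SD, cutoff fixed separately per campaign, cut at about 7.5% in these data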;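 also: 0% = DMSO wells and 100% = 10 µM SAHA wells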
* = called active by the depositor; i = inactive; . = no result given.

1	COC(=O)CC1C(=O)NCCN1C(=S)Nc1cc(C)cc(C)c1 (stereo not given)
2	O=C(NCC1CCCN(Cc2ccc3c(c2)OCCO3)C1)c1ccc2c(c1)OCO2 (stereo not given)
3	CC(C)(C)C1CCC(=O)N(CCOc2ccccc2)CC1 (stereo not given)
4	CC1Sc2ccc(S(=O)(=O)CCC(=O)NC3CCCC(C)C3C)cc2NC1=O (stereo not given)
5	COc1cc(/C=N/n2c(C)nnc2C)cc(OC)c1OC
6	C=CCNC(=S)N/N=C/c1ccc(OCc2ccccc2Cl)cc1
7	CCCn1nc(C(=O)OCC(=O)Nc2ccc(C(N)=O)cc2)c2ccccc2c1=O
8	CCN(CC)CCn1cnc2c1c(=O)n(CCOC(=O)c1cc(OC)c(OC)c(OC)c1)c(=O)n2C
Screen / compound no. | 1 | 2 | 3 | 4 | 5 | 6 | 7 | 8
rCAG RNA binder | -1 | -5 | -1 | -3 | -3 | 8 | 3 | -5
DDE Tn6 FP inh | 7 | 2 | 3 | 5 | -5 | -1 | -7 | -7
KLK7 zymogen act | 0.2 | -0.2 | -0.8 | 0.2 | -0.2 | -0.9 | -0.4 | 0.3
ARFGAP1 inh | 1 | -4 | 3 | 12 | 4 | -6 | 0 | 4
GC-A act | 2 | -5 | -2 | -15 | -1 | -10 | -15 | 0
ASAP1 GAP inh | -2 | -4 | 10 | -5 | 13 | -2 | 9 | -5
ADAM10 inh | 2 | -5 | 3 | 5 | -8 | 6 | -1 | 10
NPR2 activator | 2 | -2 | -3 | -9 | -6 | 2 | 9 | -5
sPLA2-III inh | 4 | -1 | 8 | -16 | 6 | 7 | 0 | 5
FXN GAA850 act | -3.9 | 0.9 | 3.1 | -1.2 | 1.2 | 0.2 | 0.0 | 1.6

Some of the entries so far, with two lines to a compound.
The line under a structure holds: rCAG RNA binder, DDE Tn6 FP inh, KLK7 zymogen act, ARFGAP1 inh, GC-A act, ASAP1 GAP inh, ADAM10 inh, NPR2 activator, sPLA2-III inh, FXN GAA850 act
4: CC1Sc2ccc(S(=O)(=O)CCC(=O)NC3CCCC(C)C3C)cc2NC1=O (stereo not given)
 : -3, 5, 0.2, 12, -15, -5, 5, -9, -16, -1.2
5: COc1cc(/C=N/n2c(C)nnc2C)cc(OC)c1OC
 : -3, -5, -0.2, 4, -1, 13, -8, -6, 6, 1.2
6: C=CCNC(=S)N/N=C/c1ccc(OCc2ccccc2Cl)cc1
 : 8, -1, -0.9, -6, -10, -2, 6, 2, 7, 0.2

Later entries.
9	COc1cc(C(c2c(C)n(C)n(-c3ccccc3)c2=O)c2c(C)n(C)n(-c3ccccc3)c2=O)cc(Br)c1O
10	CCCCCn1c(N2CCC(C(N)=O)CC2)nc2c1c(=O)[nH]c(=O)n2C
11	Cc1c(C(=O)NCc2ccc(F)cc2)sc(=O)n1Cc1ccc(C(=O)c2ccccc2)cc1
12	CCC1(c2ccc(F)cc2)NC(=O)N(CC(=O)Nc2ccc(N3CCCCC3)cc2)C1=O (stereo not given)
13	COC(=O)c1cc(NC(=O)CSc2nnc(N)s2)ccc1Cl
14	COCCn1c(=NC(C)=O)sc2cc([N+](=O)[O-])ccc21
15	COc1ccccc1NC(=O)CCNS(=O)(=O)c1ccc2c(c1)CC(C)N2C(=O)C1CC1 (stereo not given)
16	CCN(CC)C(=O)C1CCN(Cc2ccc(OCc3ccccc3)cc2)CC1
Screen / compound no. | 9 | 10 | 11 | 12 | 13 | 14 | 15 | 16
rCAG RNA binder | -7 | -1 | 7 | -6 | 2 | 0 | -2 | -10
DDE Tn6 FP inh | -1 | 3 | 0 | 4 | -8 | -5 | -6 | -2
KLK7 zymogen act | 0.0 | -0.3 | -0.1 | -0.3 | 0.3 | -0.3 | 0.0 | 0.5
ARFGAP1 inh | -4 | 4 | 4 | -6 | 8 | -7 | -2 | -1
GC-A act | 2 | -2 | 0 | 3 | 0 | 6 | 0 | 3
ASAP1 GAP inh | -7 | -5 | 3 | 10 | 3 | -3 | 4 | -5
ADAM10 inh | 2 | 10 | 2 | 5 | 3 | -2 | -7 | -11
NPR2 activator | 2 | 0 | -2 | 3 | -6 | 5 | -7 | -1
sPLA2-III inh | -3 | 8 | 0 | -11 | 0 | 10 | -1 | -7
FXN GAA850 act | -1.1 | 0.2 | -1.5 | -0.8 | -1.1 | 1.7 | 1.1 | -0.6

17	CC(C)CC(=O)N1CCN(Cc2ccc(Br)cc2)CC1
18	COc1ccc(NC(=O)c2c(C)noc2C)cc1S(=O)(=O)N1CCCCC1
19	Cc1ccc(OCC(=O)N2CCN(S(=O)(=O)c3ccc(Cl)cc3)CC2)c([N+](=O)[O-])n1
20	COc1ccccc1NC(=O)C(C)NS(=O)(=O)c1ccc(Cl)cc1 (stereo not given)
21	O=C(CSc1ccccc1F)NNC(=O)c1cncc(Br)c1
22	CC(Nc1nc(-c2ccc(F)cc2)cs1)c1nc2cc(Cl)c(Cl)cc2n1CCOCCO (stereo not given)
23	O=C(Nc1ccccc1)O/N=C1/CCCc2occc21
24	O=C(CSc1ccc(-c2ccco2)nn1)N1CCCCCC1
Screen / compound no. | 17 | 18 | 19 | 20 | 21 | 22 | 23 | 24
rCAG RNA binder | -9 | 1 | 0 | -1 | 1 | 3 | -1 | -1
DDE Tn6 FP inh | 4 | 3 | 8 | 6 | -3 | 2 | -3 | -1
KLK7 zymogen act | 0.7 | 0.8 | 0.2 | -0.1 | 0.1 | 0.2 | -0.1 | 0.2
ARFGAP1 inh | 9 | -18 | -7 | 7 | 8 | -3 | 6 | 3
GC-A act | -1 | -2 | -3 | -2 | -2 | -11 | 6 | -3
ASAP1 GAP inh | -12 | 6 | 3 | 0 | 1 | -3 | 0 | 10
ADAM10 inh | -3 | -5 | 0 | 1 | -2 | 3 | -1 | -17
NPR2 activator | 6 | 2 | 1 | 1 | -1 | -13 | 2 | 3
sPLA2-III inh | 1 | 3 | -2 | -4 | -6 | -44 | -7 | -4
FXN GAA850 act | -1.9 | -0.6 | 2.6 | 0.7 | 0.5 | -0.6 | 2.7 | -0.5

Reprinted at random: three records from the list, in no set order.
17	CC(C)CC(=O)N1CCN(Cc2ccc(Br)cc2)CC1
18	COc1ccc(NC(=O)c2c(C)noc2C)cc1S(=O)(=O)N1CCCCC1
22	CC(Nc1nc(-c2ccc(F)cc2)cs1)c1nc2cc(Cl)c(Cl)cc2n1CCOCCO (stereo not given)
Screen / compound no. | 17 | 18 | 22
rCAG RNA binder | -9 | 1 | 3
DDE Tn6 FP inh | 4 | 3 | 2
KLK7 zymogen act | 0.7 | 0.8 | 0.2
ARFGAP1 inh | 9 | -18 | -3
GC-A act | -1 | -2 | -11
ASAP1 GAP inh | -12 | 6 | -3
ADAM10 inh | -3 | -5 | 3
NPR2 activator | 6 | 2 | -13
sPLA2-III inh | 1 | 3 | -44
FXN GAA850 act | -1.9 | -0.6 | -0.6

Next compounds
25	Cc1ccc(-c2nnn(CC(=O)N(CC(=O)NC3CCCCC3)c3ccccc3F)n2)o1
26	Cc1ccc(CNS(=O)(=O)c2ccc(C(C)(C)C)cc2)n1C
27	Cc1ccc(C)c(N2CCN(S(=O)(=O)c3ccc(-c4cc(C)no4)s3)CC2)c1
28	CC(=O)NCC(O)c1ccc([N+](=O)[O-])cc1 (stereo not given)
29	CCOc1ccccc1NC(=O)CCNS(=O)(=O)c1cccc2nsnc12
30	CC1=C(C(=O)N(C(C)C)C(C)C)CC(CC(=O)NC(c2ccccc2)c2ccccc2)C(=O)N1Cc1ccc(F)cc1 (stereo not given)
31	CC(=O)Nc1ccc(S(=O)(=O)N2CCC(N3CCCC3)CC2)cc1
32	Cc1cnc(NC(=O)COc2cccc3c2OC(C)(C)C3)s1
Screen / compound no. | 25 | 26 | 27 | 28 | 29 | 30 | 31 | 32
rCAG RNA binder | -2 | 4 | 6 | -2 | -1 | 1 | 1 | -11
DDE Tn6 FP inh | -2 | -2 | 4 | -4 | 6 | 2 | -4 | 1
KLK7 zymogen act | 0.2 | 0.4 | -0.4 | -0.2 | -0.1 | -0.7 | -0.1 | -0.3
ARFGAP1 inh | -1 | -7 | 19 | -7 | 9 | 5 | 0 | 1
GC-A act | -1 | -3 | -1 | 2 | 5 | 1 | 5 | -2
ASAP1 GAP inh | 7 | -5 | 7 | 4 | -10 | 6 | -3 | 10
ADAM10 inh | 4 | -8 | -7 | 4 | 10 | -4 | -16 | -2
NPR2 activator | 5 | 2 | 5 | 3 | -3 | -2 | -3 | 1
sPLA2-III inh | -12 | -10 | 12 | -2 | 0 | 8 | 5 | -1
FXN GAA850 act | 1.1 | 2.1 | 0.3 | -0.6 | -0.6 | . | -0.1 | -6.7

33	CCc1ccc(NS(=O)(=O)c2cc(OC)ccc2OC)cc1
34	CCCNC(=O)COC(=O)c1cc2c(=O)n3ccccc3nc2s1
35	CCN(CC)S(=O)(=O)c1cccc(C(=O)OCC(=O)Nc2ccccc2OC(F)F)c1
36	COc1ccc(CCNC(=O)c2cccc3ccccc23)cc1OC
37	COc1ccc(C2Nc3ccccc3C(=O)N2NS(=O)(=O)c2ccc(C)cc2)c(OC)c1 (stereo not given)
38	COc1cccc(NC(=O)CNC(=O)c2cccs2)c1
39	Cc1ccc(C(=O)Nc2cccc(-c3ccc(N4CCOCC4)nn3)c2)cc1
40	CC(=O)NCCc1nc(-c2ccc(Cl)cc2)no1
41	N#Cc1c(-c2ccc(Br)cc2)nc2n(c1=O)CCCS2
42	Cc1cccc(-c2nnc(SCC(=O)NC3CC3)n2C)c1
Screen / compound no. | 33 | 34 | 35 | 36 | 37 | 38 | 39 | 40 | 41 | 42
rCAG RNA binder | -1 | 4 | -5 | -5 | 1 | -1 | 2 | -1 | 5 | 0
DDE Tn6 FP inh | -1 | -6 | 13 | 9 | -2 | -2 | -2 | 5 | -1 | -1
KLK7 zymogen act | -0.1 | 20* | -0.2 | -0.3 | 7.8 | 0.2 | 0.2 | -0.2 | 0.5 | -0.5
ARFGAP1 inh | -1 | -10 | -4 | -1 | 7 | -2 | 8 | 2 | 3 | -3
GC-A act | -9 | 0 | -3 | 2 | -3 | 12 | 2 | 3 | -13 | 5
ASAP1 GAP inh | 13 | 8 | -9 | -3 | 6 | -2 | -5 | -9 | 3 | -1
ADAM10 inh | -6 | i | 0 | -9 | -256 | -9 | 5 | 2 | -13 | -2
NPR2 activator | -14 | -6 | -1 | -4 | 3 | 2 | 1 | -2 | -7 | -8
sPLA2-III inh | -8 | 19* | -8 | -1 | -10 | -2 | -6 | 3 | 5 | 1
FXN GAA850 act | 0.2 | 1.1 | 2.5 | 0.3 | 0.1 | 3.7 | 3.2 | -0.2 | 1.7 | -0.6

High-throughput results deposited in PubChem by several laboratories.
